High-throughput results: PubChem BioAssay, The Scripps Research Institute Molecular Screening Center
M1 PAM parental = M1 PAM counterscreen hit in parental CHO-K1 cells | ATP EC20, Fluo-8 calcium fluorescence; 0% at ATP EC20, 100% at ATP max | activation, % at 3 µM | actives 0.02% (n = 360,000) | AID 602247;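 active = activation above the run cutoff, the mean activation of all test compounds plus 3 SD, cut at about 40% in these data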;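 note: peak over basal fluorescence ratio in a 140 s read after ATP addition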
OXTR ag = agonists of human oxytocin receptor; AID 2435; actives 0.32% (n = 320,000); P30559; CHO-OTR cells, Fluo-8 calcium fluorescence; normalized: DMSO 0%, oxytocin 100%; activation, % at 3 µM;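 active = activation above the mean of all tested compounds plus 3 SD, cutoff set per screening run, cut at about 20% in these data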;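 note: peak over basal fluorescence ratio from a 100 s FLIPR kinetic read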
Target sequence (P30559 whole entry, looked up): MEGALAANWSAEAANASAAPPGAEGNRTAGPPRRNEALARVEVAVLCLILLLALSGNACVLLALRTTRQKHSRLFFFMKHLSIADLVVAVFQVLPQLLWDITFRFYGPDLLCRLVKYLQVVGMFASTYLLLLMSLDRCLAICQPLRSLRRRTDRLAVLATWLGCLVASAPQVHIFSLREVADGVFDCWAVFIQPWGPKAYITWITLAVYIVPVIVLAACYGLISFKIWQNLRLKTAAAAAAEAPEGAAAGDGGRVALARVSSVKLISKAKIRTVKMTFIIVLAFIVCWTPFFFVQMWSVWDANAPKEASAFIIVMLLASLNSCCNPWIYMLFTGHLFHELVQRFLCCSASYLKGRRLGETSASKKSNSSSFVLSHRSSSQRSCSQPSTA
CHO-K1 Ca ag = nonselective activator or artifact in parental CHO-K1 cells. actives 0.48% (n = 360,000). activation, % at 3 µM. Fluo-8 calcium fluorescence; scaled to maximal ATP response, vehicle zero; in the data active = activation above about 15%;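 note: untransfected CHO-K1 host cells lacking M1 receptor as counterscreen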
CHO parental Ca = signal in parental CHO cells, OX1R antagonist counter-screen. parental CHO-K1, ATP-induced calcium, Fluo-8 fluorescence. inhibition, % at 5.6 µM. actives 0.63% (n = 330,000). AID 463079;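 active = inhibition above that plate's mean sample inhibition plus 3 SD, cut at about 26% in these data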;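 note: 0% = ATP-challenged DMSO wells and 100% = DMSO wells without ATP; some compounds past the cut are filed as inactive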
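Material – parental CHO cells · Reagent – ATP stimulus · Compound – single nominal dose of 5.6 µM per compound · Detection – Fluo-8 fluorescence · Read-out basis – percent inhibition of calcium signal · Controls – ATP-challenged DMSO wells low, unchallenged DMSO wells high · Repeats – no replicates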
OXTR potentiator = potentiates the human oxytocin receptor response. actives 0.061% (n = 320,000). AID 2445. CHO-OTR cells, Fluo-8 calcium fluorescence, potentiator mode; 0% = oxytocin EC15, 100% = EC100. P30559. activation, % at 3 µM;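 active = activation above that plate's cutoff, the mean activation of tested compounds plus 3 SD, cut at about 6.6% in these data, passing the limit was not always enough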;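 note: 100% uses oxytocin at 75 nM as the full agonist control; some results filed as inactive read as strong as hits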
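test system = CHO-OTR cells, human receptor | compound = single-point 3.0 µM | schedule = 6 min compound pre-incubation at room temperature, 100 s kinetic read | signal = Fluo-8 no-wash calcium dye fluorescence, excitation 470-495 nm, emission 515-575 nm | repeats = single well per compound, singlicate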
GPR7 antag = blocks human GPR7 receptor signaling. P48145. GPR7-expressing cells, fluorescence antagonist assay. inhibition, % at 4.4 µM. actives 1.1% (n = 290,000). AID 1861; in the data active = inhibition above about 16%, passing the limit was not always enough;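 note: cells stimulated with the agonist NPW; 0% = agonist with vehicle and 100% = vehicle without agonist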
Target sequence (P48145 whole entry, looked up): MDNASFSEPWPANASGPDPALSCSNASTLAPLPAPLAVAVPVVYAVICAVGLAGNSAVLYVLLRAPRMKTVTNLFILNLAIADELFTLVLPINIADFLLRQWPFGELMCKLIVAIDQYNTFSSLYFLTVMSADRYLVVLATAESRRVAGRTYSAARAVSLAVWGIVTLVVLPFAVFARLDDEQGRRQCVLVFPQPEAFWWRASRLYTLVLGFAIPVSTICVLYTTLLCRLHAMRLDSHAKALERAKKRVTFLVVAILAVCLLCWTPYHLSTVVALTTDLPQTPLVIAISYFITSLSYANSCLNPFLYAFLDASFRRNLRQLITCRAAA
TAAR1 antag = antagonists of human TAAR1; Q96RJ0; CHO RD-HGA16 TAAR1, Fluo-8 calcium fluorescence, antagonist; inhibition, % at 3 µM; actives 1.5% (n = 360,000);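 active = inhibition above a per-plate cutoff, the mean inhibition of test compounds on that plate plus 3 SD, cut at about 49% in these data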;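 note: 0% = DMSO plus EC80 beta-PEA response and 100% = DMSO alone without agonist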
Target sequence (Q96RJ0 whole entry, looked up): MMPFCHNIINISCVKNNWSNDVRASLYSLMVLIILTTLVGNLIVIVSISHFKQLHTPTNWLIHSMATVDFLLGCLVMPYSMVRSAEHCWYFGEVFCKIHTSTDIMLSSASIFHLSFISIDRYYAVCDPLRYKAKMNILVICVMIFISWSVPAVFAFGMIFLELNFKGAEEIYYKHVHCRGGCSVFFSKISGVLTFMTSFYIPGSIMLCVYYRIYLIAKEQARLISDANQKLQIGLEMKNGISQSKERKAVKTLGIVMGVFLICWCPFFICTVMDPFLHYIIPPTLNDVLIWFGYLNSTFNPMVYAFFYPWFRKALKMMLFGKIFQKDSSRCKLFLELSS
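Assay system: CHO-derived RD-HGA16 cells stably expressing human TAAR1 plus Gα16. Timing: 140 s kinetic read after compound, 140 s after agonist. Technique: kinetic Fluo-8 calcium fluorescence measurement. Measure: % inhibition of agonist calcium response.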
CHO-K1 Ca antag = counter-screen for M1 antagonists: effect in parental CHO-K1 cells; ATP-induced calcium, Fluo-8 fluorescence; inhibition, % at 3 µM; actives 0.6% (n = 360,000); AID 602250;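 active = inhibition above a per-plate cutoff, the plate's mean sample inhibition plus 3 SD, cut at about 24% in these data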;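 note: 0% = DMSO plus EC80 ATP and 100% = DMSO alone without ATP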
V1R ag counter = V1a receptor agonism, counter-screen for OXTR agonists. P37288. CHO-V1R cells, Fluo-8 calcium fluorescence, agonist mode; 0% DMSO, 100% 3 nM vasopressin. activation, % at 3 µM. actives 0.25% (n = 320,000). AID 2797;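 active = activation above the mean activation of all tested compounds plus 3 SD, per screening run, cut at about 20% in these data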;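 note: signal is peak over basal fluorescence ratio across a 100 second FLIPR read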
Active calls of the source: *; x = no result given.

canonical_smiles,M1 PAM parental,OXTR ag,CHO-K1 Ca ag,CHO parental Ca,OXTR potentiator,GPR7 antag,TAAR1 antag,CHO-K1 Ca antag,V1R ag counter
Cc1cc2occ(CC(=O)N(C)CC(=O)Nc3c(C)cccc3C)c2cc1C,19,-0.3,0.0,-16,-1,x,-19,-2,2.5
O=C1OCCC1Sc1nc2ccccc2s1 (stereo not drawn),19,0.6,0.4,-13,-7,-4,7,-10,0.1
COCCOc1ccc(C(F)(F)F)cc1NC(=O)c1ccccc1,18,-1.6,0.3,8,14*,-7,11,-8,-1.0
O=S(=O)(c1ccc(Cl)cc1)c1nc(-c2ccccc2F)oc1NCCCN1CCOCC1,-11,-1.0,0.3,-13,-9,-2,-16,2,1.5
O=[N+]([O-])C1=C(Nc2cccc3ccccc23)CS(=O)(=O)C1,1,0.6,0.4,-15,4,1,10,-2,-0.3
CN(C)c1oc(-c2ccccc2)nc1C#N,25,1.4,0.2,-6,-8,2,-16,-22,-0.3
CCOC(=O)C1(CCCc2ccccc2)CCN(C(=O)c2cc(C)nn2CC)CC1,-12,0.1,1.7,-21,-8,-8,7,-6,3.5
COc1ccc(CC(=O)c2cc(OC)c(OC)cc2CC(=O)O)cc1OC,28,0.4,1.1,-6,-9,-9,-6,-10,-0.2
O=c1cc2c(nn1Cc1ccc(Cl)cc1)-c1ccccc1CC2,-2,-0.9,-0.3,-14,-9,3,8,5,0.1
Cc1ccccc1NC(=O)c1cc2ccccc2o1,-1,-2.1,-0.1,-8,1,-11,2,14,-0.4
Oc1ccc(CN2CCN(c3ccccc3)CC2)c2cccnc12,9,-1.1,0.2,-10,-3,0,x,-8,0.6
Cc1ccc(S(=O)(=O)N2CCCCC2CCNC(=O)C(=O)NCC2CCCO2)cc1 (stereo not drawn),0,0.5,0.8,-14,8,x,-5,-4,0.7

3 of the entries above in order of the TAAR1 antag value, highest first:
SMILES | OXTR potentiator | GPR7 antag | TAAR1 antag
CCOC(=O)C1(CCCc2ccccc2)CCN(C(=O)c2cc(C)nn2CC)CC1 | -8 | -8 | 7
O=S(=O)(c1ccc(Cl)cc1)c1nc(-c2ccccc2F)oc1NCCCN1CCOCC1 | -9 | -2 | -16
Cc1cc2occ(CC(=O)N(C)CC(=O)Nc3c(C)cccc3C)c2cc1C | -1 | x | -19

Later entries:
canonical_smiles,M1 PAM parental,OXTR ag,CHO-K1 Ca ag,CHO parental Ca,OXTR potentiator,GPR7 antag,TAAR1 antag,CHO-K1 Ca antag,V1R ag counter
Cc1ccc(/C=C2/SC(=O)NC2=S)o1,9,x,2.0,x,x,4,x,4,x
c1cnc2ccc(C(c3nnnn3C3CCCCC3)N3CCN(C4CCCCC4)CC3)cc2c1 (stereo not drawn),12,-0.8,0.4,-5,-14,-2,16,-4,1.0
Cc1ccc2nc(-c3ccccc3)c(Cc3cccc(Cl)c3)n2c1,19,x,0.3,x,x,x,3,-16,x
Cc1ccccc1-c1noc(-c2ccccc2C(=O)NCC2CCCO2)n1 (stereo not drawn),8,-2.2,2.7,-22,-17,-10,13,-7,-1.9
COC(=O)c1oc2ccc(Br)cc2c1NC(=O)CCN1CCOCC1,-6,-0.5,0.2,-20,-4,-7,19,5,3.9
CCOC(=O)N1CCN(c2c(NCCCN(CC)CC)c(=O)c2=O)CC1,14,0.9,0.6,-11,-11,-5,2,-14,1.1
COc1cc([N+](=O)[O-])ccc1NC(=O)CSc1nncn1-c1cccnc1,0,1.2,0.8,-3,1,10,9,-9,0.7
Cc1ccc(-n2cc(C(=O)c3cc(Cl)ccc3O)cc(C#N)c2=O)cc1,-1,9.2,8.8,-4,-14,-8,18,4,11
CC(C)(C)NC(=O)C[n+]1ccc(C(N)=O)cc1,3,-0.3,0.2,4,-4,-3,-4,2,0.4
COCCn1c(SCC(=O)N2CCN(c3ccccc3)CC2)nc2c(c1=O)SC(C)C2 (stereo not drawn),-1,-2.6,1.0,-3,-1,x,-6,4,0.7
CCOc1ccc(OCC(=O)OCc2csc(CC(=O)Nc3ccccc3C)n2)cc1,20,-2.3,5.1,-8,-2,x,29,-6,-0.3
CCOC(=O)N1CCC(NC(=O)c2cc(C(=O)NCC(OC)OC)ccc2CO)CC1,7,0.5,0.4,-4,-10,-5,1,-10,-0.5
Cc1cccc(C)c1NC(=O)COC(=O)c1cc(=O)[nH]c2ccccc12,11,0.8,0.1,-7,6,x,11,-13,0.1
CC(C)c1nc(C(=O)N2CCc3c([nH]c4ccccc34)C2c2ccccn2)cs1 (stereo not drawn),14,-2.6,-0.4,-38,-8,-8,14,-1,-0.7
Cc1cc2ccccc2n1CCNC(=O)C1CCCCC1,12,-1.4,1.4,-21,-2,7,-33,-10,-0.1
O=C(COc1ccc(F)cc1)Nc1nc(-c2cccnc2)cs1,13,x,7.2,x,x,x,23,-14,x
CN(C(=O)COC(=O)c1ccccc1C(=O)c1ccccc1)c1ccccc1,5,-0.1,1.3,-18,-1,x,-3,-7,0.5
CCCCNC(=O)c1cc2n(n1)C(C(F)(F)F)CC(c1ccccc1)N2 (stereo not drawn),15,1.2,3.6,-11,-5,-7,6,-24,2.3
O=C1CCC(C(=O)N(CCO)Cc2ccccc2)CN1CC1CCCCC1 (stereo not drawn),9,-0.6,0.6,6,-9,5,3,-4,0.4
CC1(C)NC(=O)N(CCOCCOc2ccc3ccccc3c2Br)C1=O,12,5.6,2.9,-6,-6,3,-5,-6,4.1
Cc1c(C)c2cc(Cl)c(OC(C)C(=O)NCCN3CCOCC3)cc2oc1=O (stereo not drawn),12,0.1,1.3,-16,-2,-22,5,-14,-0.1
O=C(NCc1ccccc1)C1c2ccccc2OCC(=O)N1Cc1ccc2c(c1)OCO2 (stereo not drawn),4,x,2.8,x,x,x,-1,-1,x
Cc1ccc(-c2cc(-c3ccccc3)[nH]c(=S)c2C#N)cc1,8,0.3,0.4,3,-11,-15,-1,0,0.1
C=CCN1C(=O)CSc2ccc(C(=O)OCC)cc21,22,-1.4,3.0,-19,-1,9,5,-17,-1.8
O=S(=O)(NNC(=S)Nc1ccc(S(=O)(=O)Nc2ncccn2)cc1)c1ccc(Br)cc1,3,-1.1,1.9,-8,-6,-12,-9,-3,-0.7
Cn1c(Oc2ccc(F)cc2)c(C=O)c2ccccc21,4,-2.5,-0.1,-12,1,-22,-3,1,-1.8
Cc1cccc(NC(=S)N(CCc2nc3cc(C)c(C)cc3[nH]2)Cc2cccnc2)c1,-10,-1.1,-0.4,-15,-2,-11,-8,-11,0.3
O=C(O)CCCn1cc(NC(=O)c2cccc(F)c2)cn1,-5,0.4,0.1,8,0,-10,-10,-3,0.4
COc1cc(OC)c2nc(C)c3c(c2c1)N(c1ccc(O)cc1)CC3,24,1.5,0.3,-10,-6,-5,-1,-17,0.6
CC1CCCCN1C(=O)CN1C(=O)CN(C)C(=O)c2ccccc21 (stereo not drawn),-3,-0.5,0.0,-1,0,-4,1,-3,0.8
CC(=O)NC(=O)Nc1sc(=S)n(C)c1C,5,1.2,0.1,-13,-6,-1,-9,0,1.3
NC(=O)c1ccccc1NC(=O)C(c1ccccc1)c1ccccc1,-8,0.0,3.0,-13,-9,x,16,0,-0.5
Cc1ccccc1-c1nc(CN2CCC(C(=O)NC3CCN(Cc4ccccc4)CC3)CC2)c(C)o1,21,-0.3,0.9,-4,-3,-1,-33,-15,1.7
COc1ccc(-n2nc3c(c2NC(=O)CCCl)CSC3)cc1,-13,x,0.3,x,x,-6,-21,0,x
O=c1c2cc(Cl)ccc2oc2nc3n(c(=O)c12)CCCS3,-3,-1.4,-0.6,-14,-22,-4,10,-5,-0.8
Cc1cc(C)c2[nH]c(=O)c(C(c3nnnn3CC3CCCO3)N3CCCC(C)C3)cc2c1 (stereo not drawn),11,-1.9,-0.1,-14,1,0,-2,-5,-1.3
O=C(CN1CCCCC1)NNc1nc(-c2ccccc2)c2cc(Cl)ccc2n1,23,1.3,1.3,-19,-6,-5,-3,-18,0.5
COc1ccc(S(=O)(=O)N2CCOCC2)cc1NC(=O)Cc1c(F)cccc1Cl,5,-1.6,1.1,-13,-4,x,-19,-11,0.4
O=C(Nc1ccc(F)cc1)C1CCCN(S(=O)(=O)c2cccc3cccnc23)C1 (stereo not drawn),21,-1.0,4.0,-26,-6,-10,17,-2,4.7
Cc1ccc[n+](-c2[nH]c(=O)sc2/C=N/N=C(\[O-])c2cccnc2)c1,-3,0.3,-0.7,-14,-5,16,-13,-2,1.1
CC(C)(C)C(=O)Nc1ccc(S(=O)(=O)N2CCC(c3nc4ccccc4[nH]3)CC2)cc1,14,1.2,1.7,-2,-1,x,4,8,1.8
CCn1c(SCC(=O)c2ccc(F)cc2)nnc1-c1ccoc1C,9,-2.1,1.4,-21,-7,-19,12,6,4.5
CCc1cc(=O)oc2c(C)c(OC(C)C(=O)NCCCn3ccnc3)ccc12 (stereo not drawn),7,0.7,2.4,-9,-4,-6,-11,-4,0.7
CC(OC(=O)Nc1cccc(Cl)c1)C(=O)O (stereo not drawn),-3,-0.4,0.3,1,-12,-7,-8,4,-0.4
O=S(=O)(NCc1cccnc1)c1ccccc1,27,-0.3,2.0,1,1,-10,6,-47,0.1
CCCCNc1cc(Cl)nc(N)n1,-2,0.5,0.8,-5,-5,-8,-2,-7,0.0
Cc1ccc(Cl)c(OCC(=O)OCC(=O)NC2CCCc3ccccc32)c1 (stereo not drawn),14,-0.5,2.6,-12,-6,0,6,-5,2.9
CCNC(=O)C(=O)Nc1cc2c3c(c1)CCC(=O)N3CCC2,17,-0.4,1.1,4,-6,-3,-14,-10,0.8
CCOc1ccc(NC(=O)c2sc3nc(N4CCOCC4)c4c(c3c2N)CC(C)(C)OC4)cc1,4,0.5,0.2,-30,-7,-17,-26,-3,-0.8
COc1cc2[nH]ccc(=O)c2cc1OC,-6,-0.5,-0.1,-1,-9,-6,2,-6,0.2
O=C(CSCc1ccc(Cl)cc1)Nc1cccc(C(=O)O)c1,16,-0.2,0.6,-1,-1,-10,6,-9,0.4
CCc1cccc2c(C(=O)COC(=O)[C@@H]3CC(O)CN3S(=O)(=O)c3ccccc3[N+](=O)[O-])c[nH]c12 (stereo partly drawn),-7,0.5,0.8,-8,-2,x,56*,-6,0.4
Fc1ccc(/C=N/n2c(-c3cccs3)n[nH]c2=S)cc1,4,-1.8,-0.2,-5,-2,-11,-2,0,-0.7
CC1=NN(C(N)=S)C(=O)C1N=Nc1cccc(Cl)c1 (stereo not drawn),-14,6.5,1.9,-7,-14,2,-4,-9,5.5
